Assay outcomes deposited in PubChem BioAssay by several laboratories.
GPR55 beta-arrestin = GPR55 agonists via beta-arrestin recruitment, primary screen, imaging, U2OS cells, beta-arrestin-GFP redistribution (AID 1961). hit rate 0.048% among 290,000. U2OS GPR55 beta-arrestin-GFP redistribution imaging; higher % means a stronger effect. activation, % at 10 µM, or EC50 in µM where a hit was titrated;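 active = activation above 40% with more than 50 cells counted in the well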;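 also: U2OS osteosarcoma cells stably expressing GPR55 and beta-arrestin-GFP; plate controls were DMSO negative control for no effect and LPI positive control for full effect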
West Nile virus CPE = inhibition of WNV-induced cytopathic effect – cell-based, CPE readout (AID 1621); hit rate 0.02% among 290,000; CPE inhibition, % at 10 µM; hits with a dose series show IC50 in µM; West Nile virus-infected cells, CPE inhibition; higher % means a stronger effect; in the data active = a potency from the dose series; also: strong numbers were not always called active
KOR beta-arrestin-1 = kappa opioid receptor activators – cell-based, luminescence, uHTS, primary screen (AID 1777) | activation, % at 10 µM, or EC50 in µM where a hit was titrated | hit rate 0.02% among 280,000 | KOR beta-arrestin recruitment, luminescence; higher % means a stronger effect; in the data active = activation above about 50%, passing the limit was not always enough; also: a part of the inactive calls stands beside numbers as strong as those of hits
T cell HTS = modulates CD8 T cell binding to vesicles; 2C CD8+ T cell-vesicle binding, flow cytometry; active compounds read low; calls only at 7 µM; hit rate 0.068% among 330,000; AID 2052;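 active = response, share of CD8 T cells binding vesicles, and their 90th percentile fluorescence all below set limits, cut at about 80% in these data, passing the limit was not always enough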
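Material: 2C TCR transgenic mouse naive CD8+ T cells, MACS-purified. Also added: QL9-charged Drosophila Ld/ICAM-1/B7-1 vesicles. Timing: binding 1.5 h at 37 °C. Measured by: high-throughput flow cytometry with anti-B7-1 and anti-CD8 staining. Read-out: percent CD8+ FL2 mean versus row control. Controls: Unloaded micro-vesicles (low), QL9 vesicles with 0.7% DMSO (high).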
GPR55 antagonists = inhibition of LPI-stimulated GPR55 beta-arrestin translocation – imaging, U2OS, beta-arrestin-GFP, LPI agonist, primary screen (AID 2013). hit rate 0.13% among 290,000. U2OS GPR55 beta-arrestin-GFP translocation imaging, LPI antagonism; higher % means a stronger effect. inhibition, % at 10 µM, or IC50 in µM where a hit was titrated;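 active = spots per cell inhibited over 60%, with over 100 cells counted and total cytoplasm intensity under 500,000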;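 also: U2OS cells stably carrying GPR55 and arrestin-GFP stimulated by 5 µM LPI near EC80; imaged beta-arrestin-GFP aggregate spots per cell after agonist stimulation; plate controls were LPI-stimulated DMSO wells for no effect and DMSO wells without LPI for full effect; some results filed as inactive read as strong as hits; confirmed hits need IC50 under 10 µM and bright autofluorescent wells are also inconclusive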
NTR1 agonist = agonists of NTR1, primary screen, imaging, U2OS cells, beta-arrestin-GFP, high content (AID 493036); activation, % at 20 µM; NTR1-U2OS beta-arrestin-GFP spot imaging, agonist mode; hit rate 0.17% among 330,000; P30989;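 active = activation at or above 40% of the spot to cytoplasm intensity ratio, with at least 20 cells analyzed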;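 also: 0% = DMSO without peptide and 100% = 100 nM NTR1 peptide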
Target sequence (P30989 whole entry, looked up): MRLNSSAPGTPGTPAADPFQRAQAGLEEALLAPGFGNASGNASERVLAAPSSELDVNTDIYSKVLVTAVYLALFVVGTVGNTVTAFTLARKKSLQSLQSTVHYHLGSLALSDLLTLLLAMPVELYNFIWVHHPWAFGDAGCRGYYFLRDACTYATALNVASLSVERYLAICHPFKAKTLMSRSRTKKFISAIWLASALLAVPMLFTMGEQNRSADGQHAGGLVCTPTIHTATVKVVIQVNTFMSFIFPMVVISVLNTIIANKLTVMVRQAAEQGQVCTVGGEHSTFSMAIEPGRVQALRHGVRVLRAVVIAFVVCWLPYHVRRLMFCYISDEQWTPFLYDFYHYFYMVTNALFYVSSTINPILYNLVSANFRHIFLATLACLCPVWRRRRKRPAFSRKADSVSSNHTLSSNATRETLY
Salmonella PhoP GFP = inhibitors of PhoP regulon expression, primary screen, Salmonella Typhimurium, GFP reporter (AID 1863); S. Typhimurium PhoP-regulated promoter GFP reporter, 4 h; higher % means a stronger effect; one-dose inhibition, % at 50 µM; IC50 in µM for titrated hits; hit rate 0.16% among 300,000;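 active = inhibition over 29.93%, a cutoff 3 SD above the screen mean, later confirmed by dose response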;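 also: 0% = low Mg2+ inducing control and 100% = high Mg2+ repressing control; strong numbers were not always called active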
KOR beta-arrestin-2 = kappa opioid receptor blockers – cell-based, luminescence, uHTS (AID 1778); KOR beta-arrestin recruitment, luminescence, antagonist mode; higher % means a stronger effect; inhibition, % at 10 µM, or IC50 in µM where a hit was titrated; hit rate 0.091% among 290,000; in the data active = inhibition above about 50%; also: strong numbers were not always called active
GPR35 antagonists = inhibition of zaprinast-stimulated GPR35 beta-arrestin translocation – imaging, U2OS, beta-arrestin-GFP, zaprinast agonist, primary screen (AID 2058); U2OS GPR35 beta-arrestin-GFP translocation imaging, zaprinast antagonism; higher % means a stronger effect; one-dose inhibition, % at 10 µM; IC50 in µM for titrated hits; hit rate 0.052% among 290,000;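 active = inhibition of at least 50% with at least 30 cells and total cytoplasm GFP at most 10,000,000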
T cell HTS vesicle-bound % = also measured in T cell HTS; calls as there; double positive events, %; measured here: CD8+ vesicle-bound cell fraction;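 binding gate set so that unloaded-vesicle control wells show 10% double positive cells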
NTR1 agonist cell count 20 µM = further read-out of NTR1 agonist, marked with its call; cell count; measured here: cell count, cytotoxicity flag
* = called active by the depositor; [ ] = remark or other dose.

Results for O=C(O)C1Cc2ccccc2CN1C(=O)CSc1nnc2ccccn12 (stereo unspecified) ?
GPR55 beta-arrestin: -0.4%; West Nile virus CPE: 0.0%; KOR beta-arrestin-1: 4.6%; T cell HTS: inactive; GPR55 antagonists: -1%; NTR1 agonist: -1.7; Salmonella PhoP GFP: 2%; KOR beta-arrestin-2: -2%; GPR35 antagonists: -3%; T cell HTS vesicle-bound %: 54; NTR1 agonist cell count 20 µM: 51

How did CC1CN(C(=O)CCC(=O)N2CCN(c3ccccn3)CC2)c2ccccc2O1 (stereo unspecified) do in these assays?
GPR55 beta-arrestin: -0.1%; West Nile virus CPE: -0.7%; KOR beta-arrestin-1: -2.9%; T cell HTS: inactive; GPR55 antagonists: 10%; NTR1 agonist: 4.2; KOR beta-arrestin-2: 14%[20 µM]; GPR35 antagonists: -6%; T cell HTS vesicle-bound %: 35; NTR1 agonist cell count 20 µM: 53

How did COc1ccc(Cc2nnc(Nc3ccc(Cl)cc3)[nH]c2=O)cc1 do in these assays?
GPR55 beta-arrestin: -0.3%; West Nile virus CPE: 0.5%; KOR beta-arrestin-1: -1.5%; T cell HTS: inactive; GPR55 antagonists: -6%; NTR1 agonist: -1.3; Salmonella PhoP GFP: 0%; KOR beta-arrestin-2: 10%; GPR35 antagonists: -6%; T cell HTS vesicle-bound %: 44; NTR1 agonist cell count 20 µM: 50

What do the screens show for `CCN(CC)CCNC(=O)C(Oc1ccccc1)Oc1ccccc1`?
GPR55 beta-arrestin: 0.2%; West Nile virus CPE: 0.0%; KOR beta-arrestin-1: -1.3%; T cell HTS: inactive; GPR55 antagonists: 4%; NTR1 agonist: -1.8; Salmonella PhoP GFP: -1%; KOR beta-arrestin-2: 3%; GPR35 antagonists: 1%; T cell HTS vesicle-bound %: 32; NTR1 agonist cell count 20 µM: 93

Results for NC(=O)C1(N2CCCCC2)CCN(C(=O)c2cccs2)CC1 ?
GPR55 beta-arrestin: 0.6%; West Nile virus CPE: 0.3%; KOR beta-arrestin-1: -5.4%; T cell HTS: inactive; GPR55 antagonists: 2%; NTR1 agonist: -1.0; Salmonella PhoP GFP: 0%; KOR beta-arrestin-2: 14%; GPR35 antagonists: 3%; T cell HTS vesicle-bound %: 15; NTR1 agonist cell count 20 µM: 86

Results for O=C(CN1C2=NCCCN2c2ccccc21)c1cccs1 ?
GPR55 beta-arrestin: -0.2%; West Nile virus CPE: 0.0%; KOR beta-arrestin-1: 2.4%; T cell HTS: inactive; GPR55 antagonists: 12%; NTR1 agonist: -1.4; Salmonella PhoP GFP: 10%; KOR beta-arrestin-2: 11%; GPR35 antagonists: -2%; T cell HTS vesicle-bound %: 47; NTR1 agonist cell count 20 µM: 64

How did CN(C)c1ccc(NC(=O)N2CCOCC2)cc1 do in these assays?
GPR55 beta-arrestin: 0.1%; West Nile virus CPE: 1.2%; KOR beta-arrestin-1: -5.8%; T cell HTS: inactive; GPR55 antagonists: 9%; NTR1 agonist: -0.3; Salmonella PhoP GFP: 1%; KOR beta-arrestin-2: 4%; GPR35 antagonists: -5%; T cell HTS vesicle-bound %: 58; NTR1 agonist cell count 20 µM: 94

Results for O=C(Nc1cccnc1Cl)c1cc(-c2ccc(Br)cc2)on1 ?
GPR55 beta-arrestin: -0.1%; West Nile virus CPE: 0.1%; KOR beta-arrestin-1: 6.0%; T cell HTS: inactive; GPR55 antagonists: -7%; NTR1 agonist: -0.3; Salmonella PhoP GFP: 2%; KOR beta-arrestin-2: -20%; GPR35 antagonists: 12%; T cell HTS vesicle-bound %: 7; NTR1 agonist cell count 20 µM: 53

What do the screens show for `Cc1ccc(C)c(S(=O)(=O)NCc2ccc(C(=O)NCc3ccco3)cc2)c1`?
GPR55 beta-arrestin: -0.4%; West Nile virus CPE: -1.1%; KOR beta-arrestin-1: -3.9%; T cell HTS: inactive; GPR55 antagonists: 12%; NTR1 agonist: -2.4; Salmonella PhoP GFP: 4%; KOR beta-arrestin-2: -22%; GPR35 antagonists: -9%; T cell HTS vesicle-bound %: 16; NTR1 agonist cell count 20 µM: 55

How did O=C(CCCSc1ccc(Cl)cc1)Nc1ccccc1O do in these assays?
GPR55 beta-arrestin: -0.2%; West Nile virus CPE: -0.7%; KOR beta-arrestin-1: 3.0%; T cell HTS: inactive; GPR55 antagonists: -5%; NTR1 agonist: 3.3; Salmonella PhoP GFP: -9%; KOR beta-arrestin-2: -42%; GPR35 antagonists: 21%; T cell HTS vesicle-bound %: 36; NTR1 agonist cell count 20 µM: 52

How did Cc1cc(O)ccc1C1(c2ccc(O)cc2C)OC(=O)c2ccccc21 do in these assays?
GPR55 beta-arrestin: -0.4%; West Nile virus CPE: -0.1%; KOR beta-arrestin-1: 11%; T cell HTS: inactive; GPR55 antagonists: 3.5µM*; NTR1 agonist: 5.9; Salmonella PhoP GFP: -5%; KOR beta-arrestin-2: -50%; GPR35 antagonists: -8%; T cell HTS vesicle-bound %: 44; NTR1 agonist cell count 20 µM: 66

Results for COc1cccc(/C=C2\SC(N)=NC2=O)c1OS(=O)(=O)c1ccccc1 ?
GPR55 beta-arrestin: 0.3%; West Nile virus CPE: 0.2%; KOR beta-arrestin-1: -6.6%; T cell HTS: inactive; GPR55 antagonists: 3%; NTR1 agonist: 1.8; Salmonella PhoP GFP: -1%; KOR beta-arrestin-2: 9%; GPR35 antagonists: -5%; T cell HTS vesicle-bound %: 61; NTR1 agonist cell count 20 µM: 68

How did Cc1cccc(-c2noc(CCC(=O)NCc3ccco3)n2)c1 do in these assays?
GPR55 beta-arrestin: -0.1%; West Nile virus CPE: -0.3%; KOR beta-arrestin-1: -0.3%; T cell HTS: inactive; GPR55 antagonists: 12%; NTR1 agonist: 1.4; Salmonella PhoP GFP: -9%; KOR beta-arrestin-2: 24%; GPR35 antagonists: -11%; T cell HTS vesicle-bound %: 8; NTR1 agonist cell count 20 µM: 54

How did O=C(NC(Cc1ccccc1)C(=O)O)/C(=C/c1ccc([N+](=O)[O-])cc1)NC(=O)c1ccccc1Br (stereo unspecified) do in these assays?
GPR55 beta-arrestin: 0.5%; West Nile virus CPE: 1.4%; KOR beta-arrestin-1: -1.4%; T cell HTS: inactive; GPR55 antagonists: -2%; NTR1 agonist: -0.6; Salmonella PhoP GFP: 3%; KOR beta-arrestin-2: 15%; GPR35 antagonists: 4%; T cell HTS vesicle-bound %: 60; NTR1 agonist cell count 20 µM: 79

Results for Cc1cc(SCC#N)n2nc(C)c(-c3ccccc3)c2n1 ?
GPR55 beta-arrestin: -0.1%; West Nile virus CPE: -0.5%; KOR beta-arrestin-1: 0.0%; T cell HTS: inactive; GPR55 antagonists: -31%; NTR1 agonist: 3.8; Salmonella PhoP GFP: -3%; KOR beta-arrestin-2: -27%; GPR35 antagonists: -8%; T cell HTS vesicle-bound %: 0; NTR1 agonist cell count 20 µM: 62

What do the screens show for `O=C(COC(=O)CCSc1ccc(Cl)cc1)NCc1ccc(Cl)cc1`?
GPR55 beta-arrestin: 0.8%; West Nile virus CPE: -0.5%; KOR beta-arrestin-1: 3.5%; T cell HTS: inactive; GPR55 antagonists: 2%; NTR1 agonist: -0.7; Salmonella PhoP GFP: 11%; KOR beta-arrestin-2: 12%; GPR35 antagonists: 12%; T cell HTS vesicle-bound %: 57; NTR1 agonist cell count 20 µM: 103

Results for COc1ccc(N(C(=O)c2snc(C(N)=O)c2N)C(C(=O)NC2CCCCC2)c2ccc(F)cc2)c(OC)c1 (stereo unspecified) ?
GPR55 beta-arrestin: 0.5%; West Nile virus CPE: -1.6%; KOR beta-arrestin-1: 8.4%; T cell HTS: inactive; GPR55 antagonists: 0%; NTR1 agonist: 9.2; Salmonella PhoP GFP: 1%; KOR beta-arrestin-2: 6%; GPR35 antagonists: 4%; T cell HTS vesicle-bound %: 48; NTR1 agonist cell count 20 µM: 64

How did COc1cc(OC)c(OC)cc1/C=N/NC(=O)c1cccc(S(=O)(=O)N2CCOCC2)c1 do in these assays?
GPR55 beta-arrestin: 0.8%; West Nile virus CPE: 0.1%; KOR beta-arrestin-1: -6.4%; T cell HTS: inactive; GPR55 antagonists: -8%; NTR1 agonist: 5.2; Salmonella PhoP GFP: 2%; KOR beta-arrestin-2: 2%; GPR35 antagonists: -4%; T cell HTS vesicle-bound %: 29; NTR1 agonist cell count 20 µM: 63

What do the screens show for `CC(OCC(O)CN(C)CCOc1ccccc1)c1ccc(Cl)cc1` (stereo unspecified)?
GPR55 beta-arrestin: -0.2%; West Nile virus CPE: -1.2%; T cell HTS: inactive; NTR1 agonist: 4.1; Salmonella PhoP GFP: -5%; KOR beta-arrestin-2: 2%; GPR35 antagonists: -4%; T cell HTS vesicle-bound %: 53; NTR1 agonist cell count 20 µM: 86

How did COc1cc(-n2ccnc2SC)c(Cl)cc1Cl do in these assays?
GPR55 beta-arrestin: 0.3%; West Nile virus CPE: 0.0%; KOR beta-arrestin-1: -3.1%; T cell HTS: inactive; GPR55 antagonists: -2%; NTR1 agonist: -1.4; Salmonella PhoP GFP: 9%; KOR beta-arrestin-2: -5%; GPR35 antagonists: 16%; T cell HTS vesicle-bound %: 48; NTR1 agonist cell count 20 µM: 46

Results for Cc1ccccc1CSCCNC(=S)Nc1ccccc1 ?
GPR55 beta-arrestin: 0.5%; West Nile virus CPE: -0.7%; KOR beta-arrestin-1: 0.3%; T cell HTS: inactive; GPR55 antagonists: -1%; NTR1 agonist: 34; Salmonella PhoP GFP: 1%; KOR beta-arrestin-2: -45%[20 µM]; GPR35 antagonists: -5%; T cell HTS vesicle-bound %: 58; NTR1 agonist cell count 20 µM: 4

What do the screens show for `CCCSc1nc(C)cc(C)c1S(C)(=O)=O`?
GPR55 beta-arrestin: 0.6%; West Nile virus CPE: -0.2%; KOR beta-arrestin-1: -3.0%; T cell HTS: inactive; GPR55 antagonists: 9%; NTR1 agonist: -0.1; Salmonella PhoP GFP: -2%; KOR beta-arrestin-2: -1%; GPR35 antagonists: -7%; T cell HTS vesicle-bound %: 40; NTR1 agonist cell count 20 µM: 62
